PrPC TRFRET: inhibitors of human cell surface prion protein PrPC, primary screen, cell-based, TR-FRET. TR-FRET read-out. Major prion protein (Homo sapiens), P04156. inhibition, % at 13.8 µM. 370,000 compounds, 0.43% hits; in the data active = inhibition above about 24%; also: 0% = median of the test wells and 100% = reference compound wells
Anthrax LF inh2: Bacillus anthracis LF protease inhibitors, primary screen, biochemical, multiplex microsphere, MLPCN library; Lethal factor (Bacillus anthracis), P15917; multiplex microsphere protease cleavage assay; inhibition, % at 10 µM; 360,000 compounds, 0.12% hits; AID 588501, 2011; also: plate controls were buffer without enzyme for full effect and enzyme alone for no effect
TcdB inh: TcdB glycohydrolase inhibitors, primary screen, biochemical, single point, plate reader; 350,000 compounds, 0.24% hits; inhibition, % at 9.99 µM; Toxin B (Clostridioides difficile), P18177; TcdB glycohydrolase enzymatic assay; in the data active = inhibition above about 10%
Target sequence (P18177 whole entry, looked up): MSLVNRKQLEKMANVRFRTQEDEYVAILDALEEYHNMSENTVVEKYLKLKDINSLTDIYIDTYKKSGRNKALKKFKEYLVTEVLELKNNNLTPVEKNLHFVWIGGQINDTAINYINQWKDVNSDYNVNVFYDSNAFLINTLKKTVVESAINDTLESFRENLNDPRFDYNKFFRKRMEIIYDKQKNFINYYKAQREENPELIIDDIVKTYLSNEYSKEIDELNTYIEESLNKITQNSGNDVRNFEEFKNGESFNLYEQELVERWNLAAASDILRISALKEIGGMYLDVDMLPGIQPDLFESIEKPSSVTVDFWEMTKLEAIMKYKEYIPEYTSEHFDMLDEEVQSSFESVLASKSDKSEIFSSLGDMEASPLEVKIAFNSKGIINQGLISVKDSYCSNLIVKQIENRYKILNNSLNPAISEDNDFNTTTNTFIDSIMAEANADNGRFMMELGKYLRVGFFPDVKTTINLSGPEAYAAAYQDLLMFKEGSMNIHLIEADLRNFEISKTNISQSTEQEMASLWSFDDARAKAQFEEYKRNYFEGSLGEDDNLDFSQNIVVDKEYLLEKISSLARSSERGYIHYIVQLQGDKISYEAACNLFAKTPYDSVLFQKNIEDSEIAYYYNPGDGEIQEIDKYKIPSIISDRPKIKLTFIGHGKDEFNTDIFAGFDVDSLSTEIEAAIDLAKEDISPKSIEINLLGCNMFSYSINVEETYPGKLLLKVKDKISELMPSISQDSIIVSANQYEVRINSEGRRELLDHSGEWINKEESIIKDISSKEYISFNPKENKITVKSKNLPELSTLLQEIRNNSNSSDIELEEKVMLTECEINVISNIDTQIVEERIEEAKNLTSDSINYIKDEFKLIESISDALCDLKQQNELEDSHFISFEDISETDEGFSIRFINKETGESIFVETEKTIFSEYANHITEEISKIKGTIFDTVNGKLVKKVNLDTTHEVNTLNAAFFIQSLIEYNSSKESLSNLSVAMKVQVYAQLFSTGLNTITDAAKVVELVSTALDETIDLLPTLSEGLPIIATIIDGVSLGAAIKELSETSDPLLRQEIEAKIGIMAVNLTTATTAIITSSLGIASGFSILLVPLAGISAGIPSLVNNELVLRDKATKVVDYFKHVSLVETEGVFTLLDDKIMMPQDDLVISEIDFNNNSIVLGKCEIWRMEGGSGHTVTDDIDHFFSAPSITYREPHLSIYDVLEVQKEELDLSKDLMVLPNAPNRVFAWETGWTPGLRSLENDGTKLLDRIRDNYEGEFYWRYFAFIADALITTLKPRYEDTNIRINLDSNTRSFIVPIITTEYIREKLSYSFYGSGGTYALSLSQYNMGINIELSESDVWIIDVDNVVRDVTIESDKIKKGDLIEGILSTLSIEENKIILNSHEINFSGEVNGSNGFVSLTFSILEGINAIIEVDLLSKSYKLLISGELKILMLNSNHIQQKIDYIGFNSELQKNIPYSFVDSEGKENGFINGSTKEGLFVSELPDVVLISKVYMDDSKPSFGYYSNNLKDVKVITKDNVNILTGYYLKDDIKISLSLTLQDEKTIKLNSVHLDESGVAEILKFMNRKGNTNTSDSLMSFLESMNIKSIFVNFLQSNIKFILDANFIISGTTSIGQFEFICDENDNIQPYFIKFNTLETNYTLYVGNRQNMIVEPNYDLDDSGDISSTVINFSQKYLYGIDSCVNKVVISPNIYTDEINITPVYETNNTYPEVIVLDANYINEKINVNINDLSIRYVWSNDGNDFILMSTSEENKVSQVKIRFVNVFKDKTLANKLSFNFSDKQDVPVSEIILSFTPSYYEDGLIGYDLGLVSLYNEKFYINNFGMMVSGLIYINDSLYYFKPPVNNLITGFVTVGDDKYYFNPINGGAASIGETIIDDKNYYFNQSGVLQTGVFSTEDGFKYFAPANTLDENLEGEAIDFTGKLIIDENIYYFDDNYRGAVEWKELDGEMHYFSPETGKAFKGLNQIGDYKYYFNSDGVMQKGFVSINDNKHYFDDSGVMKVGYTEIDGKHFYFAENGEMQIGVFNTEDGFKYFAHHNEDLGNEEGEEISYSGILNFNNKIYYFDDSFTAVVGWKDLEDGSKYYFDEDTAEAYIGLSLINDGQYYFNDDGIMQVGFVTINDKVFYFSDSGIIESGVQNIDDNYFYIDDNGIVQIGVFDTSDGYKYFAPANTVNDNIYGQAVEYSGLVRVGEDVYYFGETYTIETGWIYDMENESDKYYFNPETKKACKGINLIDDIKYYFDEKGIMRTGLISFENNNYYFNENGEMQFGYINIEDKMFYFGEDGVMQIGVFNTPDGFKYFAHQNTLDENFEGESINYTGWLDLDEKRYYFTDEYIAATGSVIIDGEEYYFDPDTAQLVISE
PfHsp40 yeast: rescue of yeast from PfHsp40 toxicity, primary screen, S. cerevisiae, ATP luminescence; S. cerevisiae expressing PfHsp40, growth rescue; 340,000 compounds, 0.68% hits; growth rescue, % at 12.5 µM; in the data active = growth rescue above about 28%, passing the limit was not always enough; inconclusive = no clear call, values can overlap the other calls;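 also: yeast W303a lacking pdr1 and pdr3 grown in galactose medium; growth measured after three days at 30 °C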
Vc quorum ag: inducers of Vibrio cholerae quorum light production without autoinducers, primary screen, BH1578 luxS cqsA deficient, single point | V. cholerae BH1578 lux reporter, luminescence, 6 h | activation, % at 18.7 µM | 350,000 compounds, 0.16% hits; in the data active = activation mostly above about 9.7%, no sharp cut-off; inconclusive = no clear call, values can overlap the other calls; inactive = mostly below about 3.7%; also: not every result past the cut was called active; inactives centre near 0; reference of the scale not given here
SARS 3CLpro inh: SARS-CoV 3CLpro protease inhibitors, primary screen, biochemical, quenched FRET | Replicase polyprotein 1ab (Severe acute respiratory syndrome coronavirus), P0C6X7 | 290,000 compounds, 0.14% hits | inhibition, % at 6 µM | recombinant SARS-CoV 3CLpro, quenched FRET peptide cleavage; in the data active = inhibition above about 12%
PriA SSB inh: inhibitors of Klebsiella pneumoniae PriA binding to SSB C-terminal tail, primary screen, biochemical, AlphaScreen; AlphaScreen SSBct-PriA binding, biotinylated peptide; inhibition, % at 33 µM; PriA–SSB C-terminal tail interaction (Klebsiella pneumoniae); 430,000 compounds, 0.6% hits; in the data active = inhibition mostly above about 37%, no sharp cut-off; inactive = mostly below about 20%;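 also: plate controls were negative control peptide for no effect and reference peptide for full effect; strong numbers were not always called active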
BoNT-A LC inh2: BoNT/A light chain protease inhibitors, primary screen, biochemical, flow cytometry, MLPCN library; multiplex microsphere protease substrate cleavage; inhibition, % at 10 µM; 360,000 compounds, 0.17% hits; also: plate controls were buffer without enzyme for full effect and enzyme alone for no effect
Yp Topo-I inh: Yersinia pestis topoisomerase I inhibitors, primary screen, biochemical, cleavage product accumulation, plate reader, single point. DNA topoisomerase I (Yersinia pestis CO92). Y. pestis Topo-I cleavage product accumulation. activity, % at 10 µM. 360,000 compounds, 0.064% hits; in the data active = activity above about 50%, passing the limit was not always enough; inconclusive = no clear call, values can overlap the other calls; also: inactives centre near 2
Starred values were filed as active, the others as inactive; i = inactive; u = inconclusive; x = not tested or not shown; & = joins results of further samples. Rule as the data show it, unless noted: active = inhibition above about 30%; inconclusive = no clear call, values can overlap the other calls; inactive = below that. Some of the compounds tested (hit frequency here may not be typical).

smiles | PrPC TRFRET | Anthrax LF inh2 | TcdB inh | PfHsp40 yeast | Vc quorum ag | SARS 3CLpro inh | PriA SSB inh | BoNT-A LC inh2 | Yp Topo-I inh
COC(=O)c1c(NC(=O)CN2CCN(C(=O)c3ccco3)CC2)c2cc(C)ccc2n1C | -9 | 2 | x | 1.5 | -0.4 | 0 | -4 | 1.4 | 28
C/C=C/c1ccc(OCC(=O)Nc2cc(S(=O)(=O)N3CCOCC3)ccc2N2CCCC2)c(OC)c1 | 6 | -6 | 1.1 | 0.2 | -2.9 | x | 5 | -0.9 | 12
CNc1nnc(CSc2nc(C)cc(C)n2)s1 | 6 | 2 | x | -0.3 | -0.7 | -6 | -9&-6 | 0.3 | -4
Cc1ccc2c(SCC(=O)NCc3ccco3)nc(-c3ccc(F)cc3)nc2c1 | 9 | -3 | x | 0.0 | i | -4 | -21 | 0.0 | -4
O=C(CSC1=NS(=O)(=O)c2cc(F)ccc2N1)Nc1cccc(F)c1 | 4 | -5 | 2.7 | 0.7 | i | x | -2 | 2.2 | -3
CC(C)(C)CC(=O)Nc1ccccc1N1CCN(c2ccc(F)cc2)CC1 | -9 | -4 | 1.7 | 1.5 | 0.7 | 0 | -4 | -0.9 | 20
O=C(Cc1cccc2ccccc12)OCn1nnc2ccccc2c1=O | -2 | -3 | 0.8 | 3.2 | i | 5 | -11 | -0.4 | 4
CC(C)[C@H](NC(=O)c1cccc(CN(Cc2ccccc2)C(=O)c2ccccc2)c1)C(=O)O | -8 | -8 | -0.8 | -0.9 | -1.2 | x | -20 | u | 0
O=C1NC(=O)C(CCc2ccccc2)(c2ccccc2)N1 (stereo unspecified) | 6 | 0 | 1.3 | 0.4 | 4.5 | x | -9 | -0.3 | 2
CCCCSc1nc(N)c(C#N)c(-c2cccs2)c1C#N | 13 | -1 | 1.0 | 1.9 | i | 4 | -14 | 3.2 | 2
O=C(c1ccccc1)N1CCN(C(=O)c2cc3ccccc3oc2=O)CC1 | 3 | -1 | 0.8 | 0.0 | i | -8 | -8 | -3.7 | 1
O=C(COC(=O)c1cc(=O)[nH]c2ccccc12)NCc1ccccc1Cl | 4 | 7 | 1.1 | -0.3 | -0.9 | x | -3 | 1.9 | 2
Cc1ccc(C(=O)CSc2nnc(-c3ccco3)n2CC2CCCO2)cc1 (stereo unspecified) | -4 | 0 | x | -1.1 | 0.8 | 4 | -5 | 0.2 | 18
COc1ccc(NC(=O)C2(C)CCN2CCOc2ccc(C)cc2)cc1OC (stereo unspecified) | -5 | -4 | 2.0 | x | -0.7 | x | x | -0.1 | 15
CCOC(=O)[C@@H]1[C@H]2COc3ccccc3[C@@H]2N2C(=O)N(c3ccccc3)C(=O)[C@]12C | -2 | 5 | 0.8 | 0.3 | -0.5 | 3 | -1 | -0.5 | -2
COc1ccccc1NC(=O)c1ccc2c(c1)N(CC(=O)NC(C)(C)C)C(=O)C(C)(C)O2 | 5 | 4 | -1.4 | 0.5 | -9.4 | -8 | 0 | 0.9 | -1
COc1ccc(N(CC(=O)NCc2ccc(F)cc2)C(=O)Cn2nnc(-c3ccc(C)o3)n2)cc1OC | 3 | -3 | 0.7 | 0.4 | -1.5 | -3 | 3 | 0.1 | 13
COc1ccccc1NS(=O)(=O)c1cc(N/C(=N/S(=O)(=O)c2ccccc2)c2ccc(F)cc2)ccc1Cl | -4 | -6 | 2.0 | x | -5.0 | x | x | -0.5 | 19
CCOC(=O)c1cccnc1NC(=O)c1ccncc1 | 5 | -3 | -6.3 | -1.3 | -0.3 | -8 | -5 | 0.2 | -3
Cc1cc(OCC(=O)Nc2ccccn2)c2c(C)c(C)c(=O)oc2c1 | -8 | -2 | 1.2 | 0.2 | -0.4 | 2 | -17 | -2.7 | -1
COc1ccc(Cc2nc3ccc(C(=O)N(C)C(C)c4ccon4)cc3o2)cc1 (stereo unspecified) | 0 | 1 | 0.9 | 0.4 | -0.8 | 0 | -4 | 2.8 | 17
COc1cccc(C(=O)NCCS(=O)(=O)N(C)C2CCCCC2)c1 | 2 | 0 | 2.5 | 0.4 | 3.7 | x | -3&-21 | 1.4 | 10
Cc1cc(C)n2nc(SCC(=O)NC(=O)c3ccc(OC(F)F)cc3)nc2n1 | 4 | 5 | 7.7 | -0.4 | i | x | -8 | 2.3 | -1
N#CC1=C(N)N(c2ncn[nH]2)C2=C(C(=O)CCC2)C1c1ccc(F)cc1 (stereo unspecified) | -2 | 2 | 0.6 | 0.2 | 0.0 | 0 | 3 | 0.0 | -11
Cc1cc(O)c2c(c1)C(O)(C1OC(CO)C(O)C(O)C1O)c1cccc(O)c1C2=O (stereo unspecified) | -7 | -2 | x | 0.1 | -0.6 | 2 | -7 | -0.2 | -3
Cc1cc(NC(=O)CCC(=O)N(Cc2cccs2)C(C(=O)NC2CCCC2)c2ccccc2)no1 (stereo unspecified) | 4 | 0 | x | 1.1 | 0.5 | -4 | -12 | -0.1 | 0
Cc1cc(N2CCN(C(=O)c3ccco3)CC2)n2nc(-c3cccc(F)c3)cc2n1 | 0 | -2 | x | 0.6 | i | 0 | -1 | -0.5 | 11
CC(CN1CC(=O)NC(=O)C1)N1CC(=O)NC(=O)C1 (stereo unspecified) | -2 | -8 | -1.9 | x | 3.7 | x | x | 0.0 | 3
Cc1ccc(C)c(S(=O)(=O)Nc2cc3c4c(c2)CCN4C(=O)CC3)c1 | 10 | x | 1.4 | -1.7 | -0.9 | x | -24 | x | -2
COc1ccc2oc(C(=O)OCc3c(C)noc3C)c(C)c2c1 | -1 | 1 | 0.0 | -0.1 | -0.4 | 3 | -13 | -0.6 | -6

A second format for some results above:
Below each compound: PrPC TRFRET	Anthrax LF inh2	TcdB inh	PfHsp40 yeast	Vc quorum ag	SARS 3CLpro inh	PriA SSB inh	BoNT-A LC inh2	Yp Topo-I inh
> COc1cccc(C(=O)NCCS(=O)(=O)N(C)C2CCCCC2)c1
 : 2	0	2.5	0.4	3.7	x	-3&-21	1.4	10
> Cc1cc(OCC(=O)Nc2ccccn2)c2c(C)c(C)c(=O)oc2c1
 : -8	-2	1.2	0.2	-0.4	2	-17	-2.7	-1
> O=C1NC(=O)C(CCc2ccccc2)(c2ccccc2)N1 (stereo unspecified)
 : 6	0	1.3	0.4	4.5	x	-9	-0.3	2
> O=C(COC(=O)c1cc(=O)[nH]c2ccccc12)NCc1ccccc1Cl
 : 4	7	1.1	-0.3	-0.9	x	-3	1.9	2
> CCCCSc1nc(N)c(C#N)c(-c2cccs2)c1C#N
 : 13	-1	1.0	1.9	i	4	-14	3.2	2
> Cc1ccc2c(SCC(=O)NCc3ccco3)nc(-c3ccc(F)cc3)nc2c1
 : 9	-3	x	0.0	i	-4	-21	0.0	-4

The listing picks up; the four compounds before the break are reprinted first.
smiles | PrPC TRFRET | Anthrax LF inh2 | TcdB inh | PfHsp40 yeast | Vc quorum ag | SARS 3CLpro inh | PriA SSB inh | BoNT-A LC inh2 | Yp Topo-I inh
Cc1cc(N2CCN(C(=O)c3ccco3)CC2)n2nc(-c3cccc(F)c3)cc2n1 | 0 | -2 | x | 0.6 | i | 0 | -1 | -0.5 | 11
CC(CN1CC(=O)NC(=O)C1)N1CC(=O)NC(=O)C1 (stereo unspecified) | -2 | -8 | -1.9 | x | 3.7 | x | x | 0.0 | 3
Cc1ccc(C)c(S(=O)(=O)Nc2cc3c4c(c2)CCN4C(=O)CC3)c1 | 10 | x | 1.4 | -1.7 | -0.9 | x | -24 | x | -2
COc1ccc2oc(C(=O)OCc3c(C)noc3C)c(C)c2c1 | -1 | 1 | 0.0 | -0.1 | -0.4 | 3 | -13 | -0.6 | -6
CCO[C@@H]1OC(C(=O)NCc2nc3ccccc3[nH]2)=C[C@H](c2csc3ccccc23)[C@H]1CCCO | 0 | -10 | 0.1 | -0.2 | -0.9 | 1 | 0 | -0.1 | 1
CNC(=O)NNC(=O)c1csc(-c2ccc(C(F)(F)F)cc2Cl)n1 | 13 | -1 | 1.9 | -0.4 | i | -2 | 2 | -6.1 | 3
COc1ccc(Nc2nc(N)c([N+](=O)[O-])c(NCCO)n2)cc1 | -14 | 1 | 0.5 | x | -0.7 | 6 | 1 | 1.2 | -6
Nc1nnc(SCc2ccccc2F)n1-c1ccccc1 | 5 | -3 | x | -1.2 | i | 6 | -17 | -0.2 | 4
O=C(Nc1cccc(-c2cn3c(n2)SCC3)c1)c1ccc2ccccc2n1 | -4 | 8 | -0.8 | -1.9 | i | -2 | 7&3 | -0.6 | -2
COC(=O)c1ccc2nc(-c3ccco3)c(Cc3ccc(C)cc3)n2c1 | -4 | 2 | -0.2 | x | x | x | x | 1.5 | x
OCCCNc1ncnc2oc(-c3ccccc3)c(-c3ccccc3)c12 | 4 | 0 | 1.1 | 16 | -0.3 | -3 | 11 | -3.8 | 28
CCOC(=O)C1CCCN(C(=O)c2cccc(S(=O)(=O)N3CCCC3)c2)C1 (stereo unspecified) | -4 | x | 1.1 | -1.9 | 2.0 | x | -4 | x | 4
CC(C)N1CCN(CC#Cc2ccccc2)CC1CCO (stereo unspecified) | 5 | -1 | -2.0 | -0.4 | -0.1 | 0 | 0 | 0.6 | -5
Cc1ccc(C)c(OCCn2cc(/C=C(\C#N)C(=O)NCc3cccs3)c3ccccc32)c1 | 1 | -2 | x | -0.8 | i | 6 | -18 | 2.2 | 18
CN(CC1CCCO1)S(=O)(=O)c1ccc(C(=O)Nc2ccc([N+](=O)[O-])cc2)cc1 (stereo unspecified) | -5 | -3 | -0.1 | -2.5 | i | 7 | 27&20 | -0.9 | -4
COc1ccc(C(C)(O)c2nc(-c3ccc(S(C)(=O)=O)cc3)cs2)cc1 (stereo unspecified) | 7 | 2 | 1.7 | x | i | x | x | 0.4 | 12
CCCCN1CCNC1=S | 8 | 5 | 0.4 | -1.0 | -0.5 | 2 | -18 | 1.1 | 6
COc1cc2oc3ccccc3c2cc1N(CC(=O)N1CCCCC1)S(=O)(=O)c1ccc(C)cc1 | 3 | -1 | x | 0.2 | -0.6 | 4 | 14 | -0.9 | 44
CC(=NC1CCN(Cc2ccccc2)CC1)c1c(O)[nH]c(=O)[nH]c1=O | -2 | 0 | x | -0.8 | 2.0 | 1 | -3 | 0.9 | -5
Cc1ccc2cccc(S(=O)(=O)Nc3c(C)n(C)n(-c4ccccc4)c3=O)c2n1 | -8 | 1 | x | 0.3 | -0.4 | -4 | -12 | 0.5 | 2
CC(=O)N1CCN(CC(=O)Nc2ccccc2Sc2ccc(Cl)cc2)CC1 | -1 | -2 | 2.4 | -0.5 | -6.8 | 2 | 5 | 0.4 | 32
O=C(CCNS(=O)(=O)c1ccc(Cl)cc1)NCc1cccnc1 | -2 | -3 | x | 0.3 | -0.6 | 3 | -16 | -0.6 | -7
Cc1noc(C)c1S(=O)(=O)Nc1ccc2c(c1)C(=O)N([C@H](C)CO)C[C@H](C)[C@@H](CN(C)Cc1ccc(C(=O)O)cc1)O2 | -1 | 2 | -0.7&0.6 | 22 | 20 | x | 9 | 0.3 | 6

Another view of two compounds above:
Value order: PrPC TRFRET, Anthrax LF inh2, TcdB inh, PfHsp40 yeast, Vc quorum ag, SARS 3CLpro inh, PriA SSB inh, BoNT-A LC inh2, Yp Topo-I inh
COC(=O)c1ccc2nc(-c3ccco3)c(Cc3ccc(C)cc3)n2c1
    -4, 2, -0.2, x, x, x, x, 1.5, x
Cc1ccc(C)c(OCCn2cc(/C=C(\C#N)C(=O)NCc3cccs3)c3ccccc32)c1
    1, -2, x, -0.8, i, 6, -18, 2.2, 18

Compound activity as filed in PubChem.
